Screening data as filed in PubChem BioAssay.
KCNH2 WT inh = KCNH2 (human, wildtype) channel inhibition; 340,000 compounds, 0.37% hits; activity change, % at 1.84 µM; U2OS, BacMam KCNH2, thallium flux FluxOr; active compounds read low; Q12809;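 active = maximum activity change below -70%; inconclusive = maximum activity change between -70% and -50%; inactive = maximum activity change above -50%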; also: % is scaled to controls: 0 for no effect and ±100 for the full control effect
Target sequence (Q12809 whole entry, looked up): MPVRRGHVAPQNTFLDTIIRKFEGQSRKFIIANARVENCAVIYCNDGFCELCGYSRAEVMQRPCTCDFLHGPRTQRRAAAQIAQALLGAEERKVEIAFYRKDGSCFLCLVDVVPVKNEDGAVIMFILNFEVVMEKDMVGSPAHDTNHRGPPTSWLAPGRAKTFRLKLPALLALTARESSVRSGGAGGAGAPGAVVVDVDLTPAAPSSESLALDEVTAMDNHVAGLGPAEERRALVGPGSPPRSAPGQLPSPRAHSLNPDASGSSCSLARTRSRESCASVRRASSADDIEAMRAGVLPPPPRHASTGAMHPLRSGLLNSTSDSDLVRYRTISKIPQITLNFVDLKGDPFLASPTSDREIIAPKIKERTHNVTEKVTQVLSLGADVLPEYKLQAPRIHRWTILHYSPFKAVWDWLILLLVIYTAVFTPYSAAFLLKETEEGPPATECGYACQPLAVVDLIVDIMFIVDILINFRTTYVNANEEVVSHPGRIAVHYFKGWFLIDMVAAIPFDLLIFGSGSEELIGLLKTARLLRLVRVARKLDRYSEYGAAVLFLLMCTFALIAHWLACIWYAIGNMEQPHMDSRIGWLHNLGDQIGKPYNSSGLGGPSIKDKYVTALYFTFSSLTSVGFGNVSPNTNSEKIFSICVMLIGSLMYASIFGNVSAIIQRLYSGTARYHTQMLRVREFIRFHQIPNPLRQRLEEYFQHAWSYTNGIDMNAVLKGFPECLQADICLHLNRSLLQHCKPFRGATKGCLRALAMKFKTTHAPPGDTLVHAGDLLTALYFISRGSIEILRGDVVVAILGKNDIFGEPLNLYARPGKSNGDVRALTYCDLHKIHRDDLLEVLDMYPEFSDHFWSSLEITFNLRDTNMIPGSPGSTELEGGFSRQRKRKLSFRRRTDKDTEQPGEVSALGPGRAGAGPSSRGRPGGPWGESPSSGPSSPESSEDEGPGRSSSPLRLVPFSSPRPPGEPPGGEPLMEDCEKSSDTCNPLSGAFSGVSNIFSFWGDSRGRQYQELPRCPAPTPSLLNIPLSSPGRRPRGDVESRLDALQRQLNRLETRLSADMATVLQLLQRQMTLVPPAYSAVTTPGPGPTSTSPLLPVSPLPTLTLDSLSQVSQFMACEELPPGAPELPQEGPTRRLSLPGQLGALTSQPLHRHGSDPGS
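U2OS cells were transduced with wild-type KCNH2 virus (2.03 x 10^8 / mL) for 4 h at room temperature, then cultured overnight at 37 C. Thallium flux was read with FluxOr dye. Rate constants were normalized to DMSO controls.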
TCR act = activators of T cell receptors | primary human leukocytes, anti-CD3, IL-2 HTRF, 48 h | Potency, µM (top dose mostly 9.22 µM), for the others: top-dose activation of IL-2 secretion, usual class: activators | 330,000 tested, under 10 active; active = well fitted activation curve with a large enough effect; inconclusive = small, poorly fitted or top-dose-only effect, or another doubt; inactive = no such curve, though single readings can be large or run the other way; also: % of control where 0% means no effect
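Readout: HTRF IL-2, Eu-cryptate/d2 antibody pair, 320nm excitation, 665nm emission. Stimulus: a-CD3 beads, no co-stimulation. Cells: primary human leukocytes. Exposure: 48 hr with compound.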
Giardia killer = Giardia lamblia killing. Giardia lamblia trophozoite viability. activity change, % at 7.66 µM, hits read low. 340,000 compounds, 0.15% hits. AID 540267; in the data active = activity change below about -80%; inconclusive = between about -30% and that limit;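 also: parasites exposed to compound for two days anaerobically before the ATP read; % is scaled to controls: 0 for no effect and ±100 for the full control effect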
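ATP-content bioluminescence gauges trophozoite survival. Cells (100/well) receive compound and incubate anaerobically for 48 hrs at 37 deg C; detection reagent follows for 15-30 min at room temperature.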
An asterisk follows results filed as active; ? = inconclusive; [ ] = another dose, or the depositor's remark.

SMILES | KCNH2 WT inh | TCR act | Giardia killer
COc1ccc(-c2ccc3c(c2)C2CC3CCN2S(=O)(=O)c2ccccc2C)cc1 (stereo not given) | 5 | 2% | 9
CN(Cc1ccccc1)C(=O)c1cccc(NC(=O)Cc2ccc(NC(=O)C3CCN(C(=O)C4CC4)CC3)cc2)c1 | 3 | -7% | -2
CC1(C)CC(=O)C2=C(C1)NC(=O)NC2c1ccccc1Cl (stereo not given) | 0 | 2% | -16
O=C(O)C1OC(C(=O)O)C(C(=O)O)C1C(=O)O (stereo not given) | 0 | 0% | -1
CCCc1nc2sc3ccccc3c(=O)c2c(=O)n1Cc1ccccc1 | 2 | -2% | -6
Cn1cnc2nc[nH]c2c1=S | -5 | 6% | -4
N#Cc1ccc(S(=O)(=O)NCCc2ccncc2)cc1 | 15 | -6% | -19
CC(C)CCOc1cccc(C2c3c(oc4ccccc4c3=O)C(=O)N2CCCN2CCOCC2)c1 (stereo not given) | -6 | 14% | 1
CC12CCC(C(=NO)C1=O)C2(C)C (stereo not given) | 1 | 3% | 12
COc1cccc2cc(C(=O)NC3CC(C)(C)NC(C)(C)C3)c(=O)oc12 | -4 | -7% | 5
CC(=O)OCC=C1CCC2C3CC(C)C4=CC(=O)CCC4(C)C3C(O)CC12C (stereo not given) | -1 | 6% | -6
COc1cc(C(=O)C(O)c2ccc(O)c(OC)c2)ccc1O (stereo not given) | -2 | -1% | 3
CCOc1ccc(CCN2C(=S)N([C@@H](Cc3ccc(O)cc3)CN3CCCC3CN3C(=S)NC[C@@H]3Cc3ccc(O)cc3)C[C@@H]2CC(C)C)cc1 (stereo not given in full) | -80* | 0% | -7
CSc1ccccc1OCc1cc(C(=O)N2CCN(C)C(c3ccccc3)C2)no1 (stereo not given) | -4 | -4% | -3
CC(C)C(=O)NCCc1nc(-c2ccc(Cl)cc2)no1 | -13 | 5% | -4
O=c1c2ccccc2oc2cc(C#CC3(O)CCCCC3)ccc12 | 1 | 4% | ?
O=C(Cc1ccc(NC(=O)C2CCCN(C(=O)CCc3ccccc3)C2)cc1)Nc1cccc(C(=O)N2CCCCC2)c1 (stereo not given) | -2 | 5% | -13
COc1ccc(S(=O)(=O)N2CCOCC2)cc1C(=O)NCc1c(C)nn(Cc2ccccc2)c1C | -8 | -2% | -12
COc1cc(NC(=O)c2cc(S(=O)(=O)N3CCCCC3)ccc2N2CCOCC2)cc(OC)c1OC | -10 | -8% | 4
COc1ccc(S(=O)(=O)N2CCC(C(=O)Nc3ccc(OC)c(OC)c3)CC2)cc1C | 4 | 5% | 12

Laid out differently: entries from further up.
Molecule	KCNH2 WT inh	TCR act	Giardia killer
CC1(C)CC(=O)C2=C(C1)NC(=O)NC2c1ccccc1Cl (stereo not given)	0	2%	-16
O=C(O)C1OC(C(=O)O)C(C(=O)O)C1C(=O)O (stereo not given)	0	0%	-1
CCCc1nc2sc3ccccc3c(=O)c2c(=O)n1Cc1ccccc1	2	-2%	-6
Cn1cnc2nc[nH]c2c1=S	-5	6%	-4
N#Cc1ccc(S(=O)(=O)NCCc2ccncc2)cc1	15	-6%	-19
CC(C)CCOc1cccc(C2c3c(oc4ccccc4c3=O)C(=O)N2CCCN2CCOCC2)c1 (stereo not given)	-6	14%	1
CC12CCC(C(=NO)C1=O)C2(C)C (stereo not given)	1	3%	12
COc1cccc2cc(C(=O)NC3CC(C)(C)NC(C)(C)C3)c(=O)oc12	-4	-7%	5
CC(=O)OCC=C1CCC2C3CC(C)C4=CC(=O)CCC4(C)C3C(O)CC12C (stereo not given)	-1	6%	-6
COc1cc(C(=O)C(O)c2ccc(O)c(OC)c2)ccc1O (stereo not given)	-2	-1%	3
CCOc1ccc(CCN2C(=S)N([C@@H](Cc3ccc(O)cc3)CN3CCCC3CN3C(=S)NC[C@@H]3Cc3ccc(O)cc3)C[C@@H]2CC(C)C)cc1 (stereo not given in full)	-80*	0%	-7
CSc1ccccc1OCc1cc(C(=O)N2CCN(C)C(c3ccccc3)C2)no1 (stereo not given)	-4	-4%	-3
CC(C)C(=O)NCCc1nc(-c2ccc(Cl)cc2)no1	-13	5%	-4
O=c1c2ccccc2oc2cc(C#CC3(O)CCCCC3)ccc12	1	4%	?
O=C(Cc1ccc(NC(=O)C2CCCN(C(=O)CCc3ccccc3)C2)cc1)Nc1cccc(C(=O)N2CCCCC2)c1 (stereo not given)	-2	5%	-13
COc1ccc(S(=O)(=O)N2CCOCC2)cc1C(=O)NCc1c(C)nn(Cc2ccccc2)c1C	-8	-2%	-12
COc1cc(NC(=O)c2cc(S(=O)(=O)N3CCCCC3)ccc2N2CCOCC2)cc(OC)c1OC	-10	-8%	4
COc1ccc(S(=O)(=O)N2CCC(C(=O)Nc3ccc(OC)c(OC)c3)CC2)cc1C	4	5%	12

(next part)
SMILES | KCNH2 WT inh | TCR act | Giardia killer
COc1ccccc1CN1[C@@H](CC(=O)O)c2cc(F)ccc2S1(=O)=O | 1 | -4% | 1
O=C(O)c1cccc(NS(=O)(=O)c2ccc(Oc3ccc(S(=O)(=O)Nc4cccc(C(=O)O)c4)cc3)cc2)c1 | -144* | 9% | -14
COc1ccccc1CNCCS(=O)(=O)NCc1ccccc1OC | -13 | -2% | -6
CCOC(=O)C1=C(C(=O)OCC)N(CC)CCC1=O | -13 | -1% | 2
O=C(c1ccc(N2CCOCC2)c([N+](=O)[O-])c1)N1CCN(c2ccccc2)CC1 | 3 | 5% | 7
CC1(C)Cc2ccccc2C(NNC(=O)c2ccc(Br)o2)=N1 | -10 | 5% | 9
CC(=O)NC(CC(=O)N1CCCC1)c1ccccc1 (stereo not given) | 5 | 5% | 2
CCOc1ccc(CN(C)Cc2cc(=O)oc3c(C)c(C)ccc23)cc1OC | 0 | 2% | 7
COc1ccc(OCc2cn(CC(=O)c3ccc(O)cc3)nn2)cc1 | 0 | 0% | -13
CCOC(=O)N1CCN(C(=O)C2CCC(=O)N(CCc3ccccc3)C2)CC1 (stereo not given) | 16 | -3% | -7
O=[N+]([O-])c1cccc(C=NNC(=S)NC23CC4CC(CC(C4)C2)C3)c1 | -11 | 16% | 9
CCCCn1cnc2c(Sc3c([N+](=O)[O-])ncn3C)nc(N)nc21 | -7 | -1% | -20
CN(Cc1ccccc1)S(=O)(=O)c1ccc(NC(=O)c2ccccc2C(=O)O)cc1 | 1 | 6% | -19
COC(=O)c1c(-c2ccsc2)oc2ccc(-c3cc(OC)c(OC)c(OC)c3)cc12 | 9 | 4% | -6
O=C(c1cc(COc2cccc(C(F)(F)F)c2)on1)N1CCc2ccccc2C1 | 21 | -1% | -7
Nc1c(NC=O)c(=O)n(Cc2ccccc2)c(=O)n1Cc1ccccc1 | -3 | 2% | 0
Nc1nc(=O)n(C2CCCO2)cc1Br (stereo not given) | 0 | 6% | -11
CCCCC(=O)C1=C(N2CCCC2)CC(C)(C)CC1=O | 14 | 4% | 4
Cc1[nH]c(=S)[nH]c(=O)c1Cc1c(O)ccc2ccccc12 | -5 | 0% | -11
CCN(CC(=O)Nc1ccccc1OC)C(=O)CSCC(=O)Nc1cccc(C)c1 | 7 | -5% | -1
Brc1cc2c(cc1C1OCCCO1)OCO2 | 1 | 3% | -1
CCCN(CC(=O)Nc1ccccc1C)C(=O)COC(=O)c1cnc(C)cn1 | 1 | 0% | -7
COc1ccc(-c2ccc(OC)c(OC)c2OC)c(OC)c1OC | -5 | 1% | 2
CC(C)C[C@H]1CNC(=S)N1CC1CCCN1C[C@H](Cc1ccccc1)N1C[C@H](Cc2ccc(O)cc2)N(CC2CCCCCC2)C1=S (stereo not given in full) | -3 | 3% | 7
OC1(c2ccccc2)CC(c2ccccc2)c2ccccc2O1 (stereo not given) | -7 | 1% | -4
COC(=O)c1ccccc1NC(=O)c1ccc2c(c1)C(=O)N(Cc1ccco1)C2=O | -19 | -3% | 4
C/C(=N/NS(=O)(=O)c1ccc(Cl)cc1)c1ccc2c(c1)OCO2 | -1 | -8% | 4
O=C1CCC(c2ccc3ccccc3c2)O1 (stereo not given) | -4 | -6% | -7
Clc1cccc2sc(-c3nnc(-c4ccccc4)o3)c(Cl)c12 | -6 | 0% | -11
O=C(Cc1cccc(NC(=O)C2CCCN(C(=O)C3CCCCC3)C2)c1)Nc1cccc(C(=O)N2CCCCC2)c1 (stereo not given) | 1 | -3% | -13
CC(=NNC(=S)N1CCCCCC1)c1ccccn1 | 3 | 6% | 15
COc1ccc(CN(CCNC(=O)CCCCC(=O)NCCN(Cc2ccc(OC)cc2)C(C)C)C(C)C)cc1 | -3 | 4% | 2
Cc1ccc(C)c(S(=O)(=O)N(C)c2ccc(OC(=O)CN3C(=O)NC4(CCCC4)C3=O)cc2)c1 | 5 | 3% | 1
COc1ccc(S(=O)(=O)Oc2ccc3cccc(N)c3c2)cc1 | -2 | 4% | 13
CSCCC(NC(=O)c1ccccc1Br)C(=O)N1CCN(C/C=C/c2ccccc2)CC1 (stereo not given) | 8 | -1% | 16
COc1ccccc1NC(=O)N(CCN1CCCC1)Cc1cc2cc(C)ccc2[nH]c1=O | -7 | -3% | -10
COc1ccc(-c2ccc3oc(-c4ccc(OC)cc4)c(C#CCCO)c3c2)cc1 | -7 | 15% | 12
Cc1cc(Nc2ccc(Br)cc2)nc2ccccc12 | 4 | -2% | 11
Nc1c(Sc2ccccc2)c(=O)[nH]c(=O)n1Cc1ccccc1 | -3 | -1% | -3
C(=NN=C1c2ccccc2-c2ccccc21)c1c[nH]c2ccccc12 | -28 | 2% | -14
NC(=O)C1CC(=O)N(c2ccc(OCC(=O)N3CCCC3)cc2)C1 (stereo not given) | -7 | 0% | -2
CCNc1nc2c(cnn2C)c(=O)[nH]1 | -7 | 1% | -6
CS(=O)(=O)c1ccc(Cl)c(NC(=O)CSC(=S)N2CCCC2)c1 | -7 | 2% | -9
Cn1c(=O)n(CC(=O)Nc2cccnc2)c2ccccc21 | -2 | 2% | -7
Cc1cc(C)n2cc(CSc3nnc(-c4ccccc4)c(-c4ccccc4)n3)nc2n1 | 8 | 0% | 1
CC(=O)c1cccc(-c2ccc3c(=O)[nH]c(Nc4ccccc4)cc3c2)c1 | 10 | -2% | 35[activator]
C/C(=N\O)C(C)/[N+]([O-])=C/c1nc(C)c(C)n1O (stereo not given) | -1 | -7% | -16
CCOc1ccc2nc3ccc4[nH]onc4c3c2c1 | -12 | -7% | 6
O=C(C=Cc1ccccc1)c1cc(Br)ccc1O | -12 | 9% | -2
COC(=O)C[C@H]1c2cc(C(F)(F)F)ccc2S(=O)(=O)N1Cc1ccc(OC)cc1 | 5 | -5% | 5

Other records follow:
SMILES | KCNH2 WT inh | TCR act | Giardia killer
CN(C(=O)c1cccc(NC(=O)Cc2cccc(NC(=O)C3CCN(C(=O)C4CCCCC4)CC3)c2)c1)C1CC1 | -13 | -3% | -14
CCOC(=O)c1ccc(S(=O)(=O)N2CCN(C(=O)c3cccc(S(=O)(=O)N4CC(C)OC(C)C4)c3)CC2)cc1 (stereo not given) | 1 | 4% | 0
CC(=O)Nc1c(Cl)cc2c(c1Cl)Cc1cc(C#N)ccc1-2 | 4 | -1% | 3
CC(C)c1ccc2c(c1)C(N1CCNCC1)Cc1ccc(F)cc1S2 (stereo not given) | 16 | -1% | -11
CC(=O)N(C)c1ccc(N=Nc2ccc3ncccc3c2)cc1 | -1 | 1% | -16
Nc1cc(=O)[nH]c(=O)n1CCCc1ccccc1 | -7 | 2% | 6
COc1cc(C(=O)NCCCNC(=O)c2cc(OC)c(OC)c(OC)c2)cc(OC)c1OC | -3 | 1% | 5
CC(=O)c1ccc(S(=O)(=O)NCCc2cn3ccc(C)cc3n2)cc1 | 6 | 6% | -12
Cc1cc2c(cc1C)N[C@]1(C[C@H]3CCCC(=O)N4CC[C@@H](C1)[C@@H]34)C(=NC(C)(C)CC(C)(C)C)N2 | -3 | 1% | -12
O=S1(=O)CCOC[C@H](Cc2ccccc2)N1Cc1ccc(F)cc1 | 7 | 1% | -14
CCc1nnc(NS(=O)(=O)c2ccc(NC(=O)C(c3ccccc3)c3ccccc3)cc2)s1 | 1 | 3% | -6
Cc1ccccc1-c1cccc([C@@H]2C[C@H]3[C@H](CON3C)CN2C(=O)CCc2ccccc2)c1 | 11 | 4% | -21
Cc1ccnc(Nc2nc(-c3sc(C)nc3C)cs2)c1 | 3 | -1% | -10
CCOC(=O)C1CCN(C(=O)COC(=O)CN(C)S(=O)(=O)c2ccc(NC(C)=O)cc2)CC1 | 0 | 1% | -8
O=C(Nc1ccccc1C(F)(F)F)NC1(C(=O)N2CCOCC2)CCCCC1 | -6 | -7% | 0
COc1ccc(S(=O)(=O)N2CCOC2CNC(=O)C(=O)NCc2ccncc2)cc1C (stereo not given) | 4 | -3% | 8
Cn1c(=O)c2c(nc(SCCN3CCOCC3)n2Cc2ccc(Cl)cc2)n(C)c1=O | 10 | 3% | 1
O=C(NCc1cccc(Br)c1)C1CC(c2ccccc2[N+](=O)[O-])=NO1 (stereo not given) | -1 | -7% | 5

These rows are one share of the data (hit frequency here may not be typical).
